Screens (PubChem BioAssay)
FLuc modulator = firefly luciferase modulation, counter-screen for miR-21 project. P08659. purified FLuc, Km substrates, luminescence inhibition. Potency, µM (top dose mostly 57.5 µM), without a hit: at the highest dose activity change, negative = inhibition, usual class: inhibitors. actives 6.9% (n = 360,000). AID 588342;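 note: potency is the fitted concentration of half-maximal effect; plate controls were vehicle for no effect and reference inhibitor for full effect; nearly all actives have a fitted effect of over 55% in size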
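Purified P. pyralis luciferase, 10 nM final, with Km-level 10 uM D-luciferin and 10 uM ATP in 50 mM Tris acetate pH 7.5, 10 mM Mg acetate, 0.01% Tween-20, 0.05% BSA; 6-point qHTS titration about 60 µM downward; luminescence read.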
KCNH2 3.1 block = inhibitors of human KCNH2 3.1 potassium channel isoform; U2OS KCNH2 3.1, thallium flux FluxOr; stronger effect = lower value; activity change, % (tested at about 1.8 µM); actives 0.95% (n = 340,000); AID 720553;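 active = maximum activity change below -70%; inconclusive = maximum activity change from -70% to -50%; inactive = maximum activity change above -50%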;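 note: thallium influx rate constant from kinetic fluorescence after stimulation buffer; % is set by controls: 0 for no effect and ±100 for the full control effect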
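Kinetic fluorescence (2 min after stimulation buffer) measures Tl+ influx through KCNH2 3.1 expressed by viral transduction in U2OS cells; the rate constant is normalized against DMSO controls serving as positive and negative references.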
VP16 counter = Gal4-VP16 reporter inhibition counter-screen | Drosophila S2 Gal4-VP16 UAS-luciferase, luminescence, 20 h | Potency, µM (highest dose often 53.6 µM), without a hit: at the highest dose activity, negative = inhibition, actives largely listed as inhibitors | actives 3.5% (n = 310,000);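 note: Gal4-VP16 expression switched on by copper sulfate through the metallothionein promoter; potency is the fitted concentration of half-maximal effect; % is set by controls: 0 for no effect and ±100 for the full control effect; nearly all actives have a fitted effect of over 50% in size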
Giardia killer = Giardia lamblia killing. Giardia lamblia trophozoite viability. activity change, % at 7.66 µM, hits read low. actives 0.15% (n = 340,000); in the data active = activity change below about -80%; inconclusive = between about -30% and that limit;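 note: parasites exposed to compound for two days anaerobically before the ATP read; % is set by controls: 0 for no effect and ±100 for the full control effect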
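ATP-content bioluminescence gauges trophozoite survival. Cells (100/well) receive compound and incubate anaerobically for 48 hrs at 37 deg C; detection reagent follows for 15-30 min at room temperature.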
FBPA coupling cs = counter-screen for Giardia aldolase inhibitors: coupling enzyme system; AID 2472; actives 0.67% (n = 290,000); coupling enzyme system counterscreen, AmpLite Red fluorescence; activity change, negative = inhibition, % at 58.2 µM, hits read low; in the data active = activity change below about -30%; note: % is set by controls: 0 for no effect and ±100 for the full control effect
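Activity here indicates interference with the coupling reaction, not aldolase inhibition. Compounds at 57.5 uM final met coupling enzymes for 10 min at RT; substrate and AmpLite Red detection followed, with a 525/598 nm fluorescence read after 20 min.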
uPA surface inh = cell surface uPA generation inhibition; actives 0.31% (n = 330,000); Potency, µM (series often up to 38.3 µM), without a hit: top-dose activity change, negative = inhibition, hits mostly inhibitors; cell surface uPA generation assay, qHTS; AID 540303; active = well fitted inhibition curve with a large enough effect; inconclusive = small, poorly fitted or top-dose-only effect; inactive = no such curve, though single readings can be large or run the other way; tested in mouse RAW 264.7 cells; note: potency is the fitted concentration of half-maximal effect; % is set by controls: 0 for no effect and ±100 for the full control effect; nearly all actives have a fitted effect of over 55% in size
NPC1 prom act = NPC1 promoter activation | Potency, µM (series often up to 9.22 µM), without a hit: at the highest dose activation, hits mostly activators | actives 2.4% (n = 320,000) | Huh7 NPC1 promoter luciferase reporter, 24 h;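 note: potency is the fitted concentration of half-maximal effect; % of control where 0% means no effect; nearly all actives have a fitted effect of over 60% in size; reporter is driven by a mutant NPC1 promoter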
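NPC1 promoter–luciferase Huh7 cells; 24 h compound; luminescence.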
RORg inh = blocks mouse ROR gamma transcriptional activity. P51450. Drosophila S2 Gal4-RORgamma UAS-luciferase reporter, 20 h. Potency, µM (series often up to 53.6 µM), for inactives: top-dose activity change, negative = inhibition, hits mostly inhibitors. actives 5.4% (n = 310,000). AID 2551; note: potency is the fitted concentration of half-maximal effect; % is set by controls: 0 for no effect and ±100 for the full control effect; nearly all actives have a fitted effect of over 60% in size
Target sequence (P51450 whole entry, looked up, the tested form may be a part): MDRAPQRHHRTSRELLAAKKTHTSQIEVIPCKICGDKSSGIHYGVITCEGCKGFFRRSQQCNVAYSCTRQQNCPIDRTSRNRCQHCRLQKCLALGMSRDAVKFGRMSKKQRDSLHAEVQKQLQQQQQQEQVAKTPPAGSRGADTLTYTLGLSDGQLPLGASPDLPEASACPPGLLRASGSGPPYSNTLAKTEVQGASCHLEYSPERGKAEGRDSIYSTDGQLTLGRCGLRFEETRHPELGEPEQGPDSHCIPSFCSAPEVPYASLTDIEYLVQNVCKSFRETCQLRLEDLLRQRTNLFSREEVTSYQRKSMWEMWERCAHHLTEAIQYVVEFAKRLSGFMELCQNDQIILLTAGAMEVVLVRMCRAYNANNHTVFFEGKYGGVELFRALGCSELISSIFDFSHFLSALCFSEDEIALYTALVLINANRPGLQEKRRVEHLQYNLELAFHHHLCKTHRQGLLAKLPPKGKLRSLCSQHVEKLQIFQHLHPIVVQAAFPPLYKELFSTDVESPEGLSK
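Schneider cells (Drosophila), stable Gal4 DBD–ROR gamma + UAS-luc; 1 hr cmpd preincubation; Cu2+ induction 700 uM final; 20 hr ambient; luminescence.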
Tb PFK block = blocks T. brucei phosphofructokinase; O15648; T. brucei PFK, ADP-Glo luminescence; Potency, µM (titrated, usually from 57.5 µM), inactives show at the highest dose activity, negative = inhibition, hits mostly inhibitors; actives 0.17% (n = 330,000); AID 485367;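 note: potency is the fitted concentration of half-maximal effect; 0% = uninhibited 1x PFK enzyme wells and -100% = no-enzyme wells; nearly all actives have a fitted effect of over 60% in size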
Target sequence (O15648 whole entry, looked up): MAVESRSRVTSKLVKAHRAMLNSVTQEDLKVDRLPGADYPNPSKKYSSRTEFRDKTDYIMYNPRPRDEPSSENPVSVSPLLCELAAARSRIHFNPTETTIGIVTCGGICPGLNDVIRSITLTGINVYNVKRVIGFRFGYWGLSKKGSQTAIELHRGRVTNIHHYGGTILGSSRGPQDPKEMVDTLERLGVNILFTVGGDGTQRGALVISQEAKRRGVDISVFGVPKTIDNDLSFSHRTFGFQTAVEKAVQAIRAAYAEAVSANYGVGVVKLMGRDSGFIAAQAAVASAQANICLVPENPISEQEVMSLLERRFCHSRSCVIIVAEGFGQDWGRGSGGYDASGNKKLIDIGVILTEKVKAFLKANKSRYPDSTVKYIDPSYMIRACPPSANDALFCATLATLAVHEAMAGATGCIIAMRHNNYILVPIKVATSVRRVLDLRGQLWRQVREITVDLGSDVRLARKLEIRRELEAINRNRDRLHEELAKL
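Activity is normalized to no-enzyme wells (full inhibition) and 1.25 nM enzyme wells (no inhibition). Reaction: 0.5 mM F6P, 0.1 mM ATP, 45 min RT, ADP-Glo luminescence; concentration-response curves fitted and classed by quality.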
Rab9 prom act = Rab9 promoter activation. Huh7 Rab9 promoter-luciferase reporter, luminescence, 24 h. Potency, µM (series often up to 9.22 µM), for inactives: top-dose activation, negative = inhibition, actives largely listed as activators. actives 2.8% (n = 320,000); note: potency is the fitted concentration of half-maximal effect; % of control where 0% means no effect; nearly all actives have a fitted effect of over 60% in size
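Quantitative HTS format; Huh7 Rab9-luciferase reporter cells (1500/well) receive compound 2 h post-plating, incubate 24 h at 37 °C, then get luciferase reagent for 10 min before luminescence reading.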
ELG1 genotox = genotoxicity induction in ELG1-luciferase HEK293T cells; HEK293T ELG1-luciferase reporter, luminescence, 16 h; AID 504466; Potency, µM (highest dose often 46 µM), without a hit: top-dose activity change, positive = activation, hits mostly activators; actives 1.3% (n = 330,000); note: potency is the fitted concentration of half-maximal effect; % of control where 0% means no effect; nearly all actives have a fitted effect of over 60% in size
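Genotoxicity was scored as increased ELG1-luciferase reporter signal, measured by ONE-Glo luminescence (30 min, room temperature). Compound or vehicle exposure of the HEK293T reporter cells lasted 16 hr at 37°C.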
The depositor's hits bear a star; [ ] = dose if it differs, or a comment. Unless noted, calls come from the whole dose curve; as a rule, active = well fitted curve in the direction sought with a large enough effect; inconclusive = small, poorly fitted or top-dose-only effect, or another doubt; inactive = no such curve, though single readings can be large; an effect the other way counts as inactive or inconclusive.

What do the screens show for `CCOc1ccc(C(=O)NCC(=O)OCC(=O)N2CCC(C)CC2)cc1`?
FLuc modulator: -18.2%; KCNH2 3.1 block: 4.3; VP16 counter: 7.7%; Giardia killer: -4.8; FBPA coupling cs: 1.4; uPA surface inh: 4.7%; NPC1 prom act: 0.0%; RORg inh: -6.3%; Tb PFK block: -2.7%; Rab9 prom act: -1.5%; ELG1 genotox: 0.1%

How did Cc1cccc(NC(=O)C2CC(=O)NC(Nc3nc4ccccc4s3)=N2)c1 (centres undefined) do in these assays?
FLuc modulator: -1.9%; VP16 counter: inconclusive; FBPA coupling cs: -2.5; NPC1 prom act: 0.7%; RORg inh: -14.4%; Tb PFK block: -1.7%; Rab9 prom act: -1.3%; ELG1 genotox: 16.4%

How did CCOc1cc([N+](=O)[O-])cc(/C=C2/NC(=O)N(Cc3ccccc3F)C2=O)c1O do in these assays?
FLuc modulator: -16.0%; KCNH2 3.1 block: 15.5; VP16 counter: -7.3%; Giardia killer: inconclusive; FBPA coupling cs: 7.2; uPA surface inh: -16.7%; NPC1 prom act: -3.6%; RORg inh: 8.6%; Tb PFK block: 0.9%; Rab9 prom act: -0.3%; ELG1 genotox: 6.5%

How did CCn1c(CSc2nnc(C)n2-c2ccccc2)nc2cc(S(=O)(=O)N(C)C)ccc21 do in these assays?
FLuc modulator: 6.6%; KCNH2 3.1 block: 12.7; VP16 counter: -4.3%; Giardia killer: 22.0; FBPA coupling cs: 2.9; uPA surface inh: -0.8%; NPC1 prom act: 0.9%; RORg inh: 3.3%; Tb PFK block: -3.1%; Rab9 prom act: -0.4%; ELG1 genotox: -3.4%

What do the screens show for `CCCNC(=O)N(CCOC)CC1CCCN(C2Cc3ccccc3C2)C1` (centres undefined)?
FLuc modulator: -0.7%; KCNH2 3.1 block: -2.4; VP16 counter: -0.6%; Giardia killer: 9.3; FBPA coupling cs: -2.0; uPA surface inh: 2.2%; NPC1 prom act: -2.6%; RORg inh: 11.4%; Tb PFK block: 5.0%; Rab9 prom act: -3.4%; ELG1 genotox: -8.1%

How did Cc1ccccc1NC(=O)Cc1nc(COC(=O)c2nc(Cl)ccc2Cl)cs1 do in these assays?
FLuc modulator: 5.5%; KCNH2 3.1 block: -25.3; Giardia killer: -20.8; uPA surface inh: -8.4%; NPC1 prom act: -4.7%; Tb PFK block: 0.1%; Rab9 prom act: 12.9%; ELG1 genotox: 0.6%

How did Cc1cc(C)n(-c2ccc(C(=O)OCC(=O)N(CC(C)C)C3CCS(=O)(=O)C3)cc2)n1 (centres undefined) do in these assays?
FLuc modulator: 0.0%; KCNH2 3.1 block: -5.2; VP16 counter: -12.2%; Giardia killer: 5.5; FBPA coupling cs: 0.9; uPA surface inh: 2.4%; NPC1 prom act: -4.0%; RORg inh: 3.2%; Tb PFK block: -0.8%; Rab9 prom act: -9.2%; ELG1 genotox: -5.6%

Results for Cc1ccc(NC(=O)c2[nH]cnc2C(=O)NN)cc1 ?
FLuc modulator: inconclusive; KCNH2 3.1 block: 14.6; VP16 counter: -21.3%; Giardia killer: 3.0; FBPA coupling cs: 0.2; uPA surface inh: -13.9%; NPC1 prom act: -1.5%; RORg inh: inconclusive; Tb PFK block: -0.4%; Rab9 prom act: -1.4%; ELG1 genotox: 8.0%

What do the screens show for `O=c1c2ccccc2nc(SCc2nc(-c3ccccc3)no2)n1-c1ccc(F)cc1`?
FLuc modulator: 8.4%; KCNH2 3.1 block: -19.0; VP16 counter: -8.9%; Giardia killer: -10.0; FBPA coupling cs: -0.1; uPA surface inh: 4.4%; NPC1 prom act: 0.0%; RORg inh: inconclusive; Tb PFK block: -2.5%; Rab9 prom act: -4.4%; ELG1 genotox: inconclusive

How did CCCC(=O)Nc1c(C)nn(C(=O)CCC)c1C do in these assays?
FLuc modulator: 0.2%; KCNH2 3.1 block: 3.6; VP16 counter: -4.8%; Giardia killer: 11.0; FBPA coupling cs: 1.2; uPA surface inh: 5.7%; RORg inh: -0.5%

How did O=C(Nc1ccccc1O)c1ccc2c(c1)C(=O)N(c1ccccc1)C2=O do in these assays?
FLuc modulator: 4.9%; KCNH2 3.1 block: -0.6; VP16 counter: -5.8%; Giardia killer: -1.5; FBPA coupling cs: 1.2; uPA surface inh: -3.0%; NPC1 prom act: 1.0%; RORg inh: -17.5%; Tb PFK block: -1.5%; Rab9 prom act: 0.2%; ELG1 genotox: 1.2%

How did Cc1cc(C)c(NC(=O)CN2C(=O)CC(C)S(=O)(=O)c3ccccc32)c(C)c1 (centres undefined) do in these assays?
FLuc modulator: 1.0%; KCNH2 3.1 block: 15.3; VP16 counter: 1.4%; Giardia killer: -2.4; FBPA coupling cs: 0.6; uPA surface inh: -2.0%; NPC1 prom act: inconclusive; RORg inh: -0.2%; Tb PFK block: -3.7%; Rab9 prom act: 3.1%; ELG1 genotox: 4.1%

How did CC(=O)N(Cc1cccnc1)Cc1cc2ccccc2[nH]c1=O do in these assays?
FLuc modulator: 0.7%; KCNH2 3.1 block: -3.9; VP16 counter: 0.5%; Giardia killer: 2.5; FBPA coupling cs: -3.6; uPA surface inh: 0.3%; NPC1 prom act: 15.6%; RORg inh: -16.1%; Tb PFK block: -9.4%; Rab9 prom act: 17.5%; ELG1 genotox: -5.5%

How did CCOC(=O)C1CCCN(C(=O)c2cc3nc(-c4cccc(OC)c4)cc(C(F)(F)F)n3n2)C1 (centres undefined) do in these assays?
FLuc modulator: 2.0%; KCNH2 3.1 block: -27.5; VP16 counter: -28.5%; Giardia killer: -26.8; FBPA coupling cs: -2.2; uPA surface inh: -19.0%; NPC1 prom act: -4.6%; RORg inh: inconclusive; Tb PFK block: -5.8%; Rab9 prom act: -3.3%; ELG1 genotox: -16.8%

What do the screens show for `Cc1nn(-c2ccccc2)nc1-c1nnc(-c2ccc(C(F)(F)F)cc2)o1`?
FLuc modulator: 0.1%; KCNH2 3.1 block: 3.6; VP16 counter: -9.4%; Giardia killer: 2.9; FBPA coupling cs: -0.4; uPA surface inh: 1.5%; NPC1 prom act: -2.3%; RORg inh: -1.1%; Tb PFK block: 1.0%; Rab9 prom act: -8.2%; ELG1 genotox: -0.7%

How did CC(=O)NC(CC(=O)N(C)Cc1cccc(Cl)c1Cl)c1ccccc1 (centres undefined) do in these assays?
FLuc modulator: -0.7%; KCNH2 3.1 block: -21.5; VP16 counter: -16.1%[10 µM]; Giardia killer: 8.2; FBPA coupling cs: -0.1; uPA surface inh: -5.7%; NPC1 prom act: -6.3%; RORg inh: -18.1%; Tb PFK block: -3.8%; Rab9 prom act: 0.3%; ELG1 genotox: -3.2%

How did CCCC(=O)Nc1nc2ccc(S(N)(=O)=O)cc2s1 do in these assays?
FLuc modulator: -14.4%; KCNH2 3.1 block: -5.4; VP16 counter: -5.0%; Giardia killer: -19.0; FBPA coupling cs: -1.5; uPA surface inh: 4.0%; NPC1 prom act: -2.3%; RORg inh: 26.1%; Tb PFK block: 5.0%; Rab9 prom act: -6.1%; ELG1 genotox: 11.8%

Results for CCN1CCN(C(=O)c2ccc(OC3CCN(CCc4ccccc4)CC3)cc2)[C@@H](C)C1=O ?
FLuc modulator: 5.4%; VP16 counter: 5.3%; Giardia killer: 2.4; uPA surface inh: -0.6%; NPC1 prom act: -7.0%; RORg inh: -0.4%; Tb PFK block: 0.8%; Rab9 prom act: 5.9%; ELG1 genotox: -1.0%

Results for CC(=O)N(C(C)=O)S(=O)(=O)c1ccc(N=NN2CCCCC2)cc1 ?
FLuc modulator: -0.9%; KCNH2 3.1 block: -0.3; VP16 counter: -1.7%; Giardia killer: 4.9; FBPA coupling cs: 0.8; uPA surface inh: -5.5%; NPC1 prom act: -0.9%; RORg inh: inconclusive; Tb PFK block: 5.8%; Rab9 prom act: 1.4%; ELG1 genotox: 1.5%

What do the screens show for `COc1ccc(CCNC(=O)CCNC(=O)c2ccco2)cc1`?
FLuc modulator: 3.1%; KCNH2 3.1 block: 27.7; VP16 counter: 0.2%; Giardia killer: -10.3; uPA surface inh: -6.6%; NPC1 prom act: 2.6%; RORg inh: -1.9%; Tb PFK block: 0.2%; Rab9 prom act: -2.5%; ELG1 genotox: 2.8%

What do the screens show for `Cc1cc(NC(=O)CSc2nnc(Nc3ccccc3C)s2)no1`?
FLuc modulator: 2.9%; KCNH2 3.1 block: -0.8; VP16 counter: -11.8%; Giardia killer: 4.8; FBPA coupling cs: 1.1; uPA surface inh: 2.3%; NPC1 prom act: -3.2%; RORg inh: -14.9%; Tb PFK block: 3.5%; Rab9 prom act: -5.1%; ELG1 genotox: 5.9%
